Screening results from PubChem BioAssay.
FN deposit inh: fibronectin deposition inhibition; AH1F fibroblasts, Alexa488-fibronectin deposition fluorescence, overnight; inhibition, % at 12.6 µM; actives 0.086% (n = 350,000);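 active = mean inhibition across replicates of 30% or more, regardless of how many single replicates reach that level; inconclusive = mean under 30% yet at least half of replicates reach 30%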;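 also: positive control wells lacked labelled fibronectin entirely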
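Assay system: AH1F fibroblast monolayer, labelled fibronectin deposition. Amount: 10000 cells per well. Also added: labelled fibronectin 24 nM. Compound: single-point pinned compound. Incubation: cell attachment 1 h, compound and FN exposure overnight. Detection: fluorescence after three HBSS washes, excitation 485 nm, emission 525 nm. Read-out: inhibition of fibronectin deposition signal.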
EWS-Fli inh: inhibitors of EWS/Fli oncoprotein transcriptional activity; inhibition, % at 12.6 µM; A673 NR0B1-luciferase reporter, viability-normalised; actives 0.67% (n = 350,000);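 active = mean inhibition of at least 50% after viability correction, with every replicate also passing that limit; inconclusive = mean reaches 50% but only one of two replicates passes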;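 also: firefly luciferase signal divided by Alamar Blue viability fluorescence both relative to DMSO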
esBAF inh: blocks esBAF chromatin remodeling in mouse ES cells; Bmi1-luciferase knock-in reporter, 24 h; 100% = twice the neutral-well signal; reporter increase, % at 12.5 µM; actives 2% (n = 350,000); AID 602393; in the data active = activation above about 40%; inconclusive = no clear call, values can overlap the other calls;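 also: 0% = median of the plate's neutral control wells and 100% = double that signal; a rise in the Bmi1 reporter signal indicates esBAF inhibition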
Xi reactivation: activators of X-chromosome reactivation in mouse fibroblasts. XiGFP mouse fibroblasts, % GFP-positive cells imaging, 3 d; cells co-treated with 5-aza-dC sensitizer; scaled so ellipticine positive control = 100%. activation, % at 7.58 µM. actives 0.055% (n = 360,000). AID 743238;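 active = mean normalized replicate activation at least 10% and every replicate at or above 10%; inconclusive = only one of the two criteria met; inactive = mean below 10% and not all replicates reach 10%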;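 also: 0% = median of on-plate neutral control wells and 100% = ellipticine 6 µM median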
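System: XiGFP fibroblasts, SV40-immortalized. Medium: DMEM plus 5-aza-dC sensitizer. Doses: single point. Timing: 3 d treatment, 15 min room-temperature fixation. Control set: ellipticine 6 µM.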
E-selectin induc: induces E-selectin expression in human endothelial cells | P16581 | HUVEC E-selectin immunofluorescence imaging; normalized: neutral wells 0, TNF-alpha wells 100 | activation, % at 7.58 µM | actives 0.37% (n = 260,000) | AID 686992;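 active = mean E-selectin-positive cell signal at least 10% of the positive control, reached in at least 60% of replicates, without over 20% cell loss; inconclusive = no rule given, readout overlaps actives, possibly toxicity-flagged; inactive = the rest, including those meeting only one limit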;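 also: in these data hits start at about 27%; measured in HUVEC primary endothelial cells; signal is the percent of cells scored E-selectin positive by PE staining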
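assay system = HUVEC, human umbilical vein endothelial cells | input = 3,000 HUVEC seeded per well | medium = EGM-2 growth medium on 0.1% gelatin-coated wells | dosing = one compound dose added by pin transfer | signal = immunofluorescence imaging | read-out basis = % PE-positive cells | control set = TNF-alpha, DMSO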
S100A4 inh HTS: S100A4-myosin IIA interaction inhibition | P26447 | S100A4/TAMRA-MyoIIA peptide fluorescence polarization | inhibition, % at 10.7 µM | actives 0.14% (n = 360,000) | AID 652163;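 active = mean inhibition of at least 70% across replicates, with every replicate also reaching that level; inconclusive = mean inhibition reaches 70% but some replicates fall short; inactive = mean inhibition below 70%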
Target sequence (P26447 whole entry, looked up): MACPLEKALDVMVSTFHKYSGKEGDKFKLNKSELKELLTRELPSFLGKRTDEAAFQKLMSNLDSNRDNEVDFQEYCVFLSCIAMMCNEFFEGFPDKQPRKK
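Material: S100A4 monomer protein / Buffer or medium: 50 mM HEPES pH 7.2, 10 mM CaCl2, 100 mM KCl / Times: 5 min incubation before reading / Benchmarks: neutral control DMSO, positive control TFP / Reagent: labelled myosin peptide probe, 5 nM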
RAD52 anneal inh: blocks human RAD52 DNA annealing; inhibition, % at 18.7 µM; recombinant RAD52 DNA annealing, FRET fluorescence; P43351; actives 0.46% (n = 360,000); AID 651710;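 active = every replicate showing at least 50% inhibition; inconclusive = mean inhibition at least 50% but not in every replicate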
RAD54 inh: RAD54 (human) branch migration inhibition; Q92698; actives 0.14% (n = 360,000); RAD54 Holliday junction branch migration, FAM/BHQ fluorescence; inhibition, % at 10.4 µM;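 active = mean normalized replicate activity at least 40 and at least half of replicates scoring 40 or more; inconclusive = only one of the two criteria met; inactive = mean below 40 and under half of replicates reaching 40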;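 also: 0% = median of neutral control wells and 100% = median of positive control wells; inhibitors cause a drop in the FAM fluorescence signal; in these data hits start at about 50%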
Target sequence (Q92698 whole entry, looked up): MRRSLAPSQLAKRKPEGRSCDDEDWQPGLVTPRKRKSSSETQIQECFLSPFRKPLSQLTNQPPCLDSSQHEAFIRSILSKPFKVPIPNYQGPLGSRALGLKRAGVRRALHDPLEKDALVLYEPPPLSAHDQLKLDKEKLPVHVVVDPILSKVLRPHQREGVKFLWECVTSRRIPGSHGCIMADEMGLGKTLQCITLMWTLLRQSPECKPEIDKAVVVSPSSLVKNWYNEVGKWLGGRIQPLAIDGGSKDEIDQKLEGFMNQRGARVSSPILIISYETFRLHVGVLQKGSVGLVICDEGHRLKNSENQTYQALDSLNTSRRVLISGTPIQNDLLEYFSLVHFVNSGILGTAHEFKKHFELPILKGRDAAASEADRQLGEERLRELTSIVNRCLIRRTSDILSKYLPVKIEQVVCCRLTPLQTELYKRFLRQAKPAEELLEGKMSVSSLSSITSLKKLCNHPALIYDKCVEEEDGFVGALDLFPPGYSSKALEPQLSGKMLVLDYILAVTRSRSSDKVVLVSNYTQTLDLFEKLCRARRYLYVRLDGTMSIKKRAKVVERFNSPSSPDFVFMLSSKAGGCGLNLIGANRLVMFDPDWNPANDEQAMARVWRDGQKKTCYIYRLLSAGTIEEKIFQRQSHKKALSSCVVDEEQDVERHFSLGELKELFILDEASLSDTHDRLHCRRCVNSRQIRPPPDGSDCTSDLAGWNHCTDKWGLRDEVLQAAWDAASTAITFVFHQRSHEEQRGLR
* marks the source's active call; other numbers are inactive results; ? = inconclusive; . = not tested or not shown. An unsorted share of the library (roughly 3% active in at least one column).

structure,EWS-Fli inh,Xi reactivation,S100A4 inh HTS,RAD54 inh,FN deposit inh,esBAF inh,E-selectin induc,RAD52 anneal inh
C[C@@H]1CN([C@@H](C)CO)C(=O)c2cc(NC(=O)C3CC3)ccc2O[C@@H]1CN(C)Cc1ccc(C(=O)O)cc1,.,0.1,14,-6,.,1,-0.3,6
COc1ccc([C@H]2CC(=O)C=C(c3c(C)cc(C)cc3C)C2)cc1,-8,-0.3,-11,-4,-3,-1,0.9,-7
COc1cc(NC(c2ccccc2)c2ccccc2)cc(OC)c1OC,16,0.0,-3,.,-2,.,1.2,5
CC(=O)Nc1ccc(OCC(=O)NCc2ccc(C)cc2)cc1,9,0.6,5,-6,-12,-4,10,-12
O=C(NC1CC1)c1cc(OCC(F)(F)F)ccc1OCC(F)(F)F,8,0.1,3,.,3,.,1.0,3
O=C(Nc1sc2c(c1C(=O)O)CCCCC2)c1cccs1,-96,0.9,-4,.,-4,.,.,1
COc1ccc(NC(=O)CSc2nnc3ccc(-c4ccncc4)nn23)cc1,-8,-0.1,-2,.,-3,-10,.,-17
CCCC#Cc1cnc2c(c1)C(=O)N([C@@H](C)CO)C[C@H](C)[C@@H](CN(C)Cc1ccccc1)O2,2,-0.3,0,4,.,-4,-0.2,11
C[C@@H]1CN([C@@H](C)CO)C(=O)c2cc(C#Cc3cccc(F)c3)cnc2O[C@H]1CN(C)CC1CCOCC1,0,-0.4,10,4,.,-6,-0.2,15
COc1cc(CNCCO)cc(Cl)c1OCc1ccc(Cl)cc1Cl,6,0.0,-3,.,-3,.,-1.3,43
Cc1ccsc1C(=O)OCC(=O)NCc1ccccc1,-15,0.3,-3,.,.,.,4.9,11
COc1cccc(OC)c1C(=O)NC(=S)N1CCOCC1,-6,-0.1,1,.,4,.,0.5,-3
CCOc1cc(Br)c(Br)c(C=Nc2ccc(NC(C)=O)cc2)c1O,-5,0.1,1,.,2,.,.,-25
Cc1csc(Nc2ccccc2)n1,-25,0.0,-3,.,0,.,-0.1,-8
C[C@@H]1CN([C@H](C)CO)C(=O)c2cccc(NS(=O)(=O)c3cn(C)cn3)c2O[C@H]1CN(C)Cc1ccc(-c2ccccc2)cc1,-1,2.5,3,-19,.,2,0.1,-3
OCCC1CN(Cc2cccc(F)c2F)CCN1CCc1ccccc1 (configuration not stated),4,0.2,1,-6,1,-1,-0.1,2
CC[C@@]1(C(=O)OC)N[C@H](CN(C)C(=O)COC)[C@@H]2C(=O)N(Cc3ccccc3)C(=O)[C@@H]21,-4,0.2,-7,-22,-7,3,-0.1,-15
O=C(Nc1cccc(F)c1)N1C[C@@H]2[C@H](c3ccccc31)[C@@H](CO)N2C(=O)C1CCOCC1,5,0.2,0,4,.,-7,0.2,10
CCc1noc(C)c1C(=O)N1CCN(S(=O)(=O)c2ccc(C)cc2)CC1,2,0.4,44,-6,2,.,0.1,-3
COc1ccc(S(=O)(=O)N2CCN(CC(=O)N3CCc4ccccc4C3)CC2)cc1OC,9,0.0,0,3,2,8,.,-1
C=Cc1ccc(N=Cc2c(O)ccc3ccccc23)cc1,18,0.0,-2,-6,1,5,0.1,-12
CCN(Cc1nc(-c2ccccc2)no1)C(=O)c1ccoc1C,0,0.5,-7,-12,-5,-2,.,-11
CO[C@@H]1CN(C)C(=O)c2cc(NC(=O)c3ccc(F)cc3)ccc2OC[C@H](C)N(C(=O)CN(C)C)C[C@H]1C,1,0.0,-5,-7,-3,-7,-0.1,7
CCC1(c2ccccc2)NC(=O)N(CC(=O)Nc2ccc(Cl)c(S(=O)(=O)N3CCCCC3)c2)C1=O (configuration not stated),3,0.2,-5,7,7,.,0.9,0
CO[C@H](CN(C)C(=O)c1cnccn1)[C@@H](C)CN([C@@H](C)CO)S(=O)(=O)c1ccc(C)cc1,0,-0.1,3,2,1,-1,-0.1,-11
O=C(c1cc(=O)c2ccccc2o1)N(Cc1ccccc1)C1CCS(=O)(=O)C1 (configuration not stated),4,0.0,5,-2,6,-4,.,-4
Cc1ccc(CNC(=O)c2cnc3ccccc3n2)cc1,-32,0.0,-1,-6,2,12,.,-9
Cc1ccc(S(=O)(=O)N2C/C=C\CN(S(=O)(=O)c3ccccc3Br)CC2)cc1,12,0.1,0,-7,-1,-3,0.4,-20
CCN(CC)CCn1c(=S)[nH]c2ccc(Br)cc2c1=O,0,-0.1,-10,.,.,.,.,-19
CCOC(=O)C1=C(O)C(=O)N(c2ccc(S(N)(=O)=O)cc2)C1c1ccc([N+](=O)[O-])cc1 (configuration not stated),-1,0.0,-5,.,-14,.,20,-8
O=c1cc(CSc2n[nH]c(=O)n2C2CC2)c2ccc(O)cc2o1,-2,1.0,1,?,-1,.,.,-2
C(CCN1CCOCC1)CN1CCOCC1,-5,-0.1,-4,2,-12,-11,-0.2,-5
COc1ccc(O)c(CN2CCN(CCCc3ccccc3)C(CCO)C2)c1 (configuration not stated),3,0.1,-1,-3,-8,2,1.5,-9
CC(Oc1nc2c(c(=O)n(C)c(=O)n2C)n1C)C1CCCCC1 (configuration not stated),10,-0.1,-1,.,0,.,1.6,7
O=C(CN1C(=O)c2ccccc2S1(=O)=O)c1ccccc1F,.,0.3,-6,10,4,-73,.,-18
O=C(CCCOc1ccccc1)NNC(=O)c1ccncc1,20,0.1,-1,-5,-1,-3,0.4,-11
O=S(=O)(c1cccs1)N1CCCCN2[C@@H](CO)[C@H](c3ccc(Br)cc3)[C@@H]2C1,-3,0.0,-9,-4,.,-2,-0.4,0
CCCN1CCN(C(=O)c2ccc(CS(=O)c3ccc(Br)cc3)o2)CC1 (configuration not stated),4,0.0,-1,-3,0,-3,.,-18
O=c1cc(O)c2ccccc2[nH]1,-2,0.0,-5,0,1,-7,.,10
CN(Cc1ccccc1)C(=O)c1ccc(NC(=O)c2ccccc2)cc1,.,0.0,25,0,.,9,-0.7,0
Cc1cc(-c2ccccc2)nc(N/N=C/c2ccc(O)cc2O)n1,-11,-0.1,0,6,15,15,.,-14
COc1cccc(CN2CC(C(=O)NCc3cccc(Cl)c3)CCC2=O)c1 (configuration not stated),-1,0.0,2,2,-11,-11,.,-14
CCn1c(-c2ccccc2Cl)nn(CC(=O)Nc2ccccc2OC)c1=S,.,.,1,13,.,-4,.,-7
C[C@@H]1CN([C@@H](C)CO)C(=O)c2cccc(NC(=O)Nc3ccc4c(c3)OCO4)c2O[C@@H]1CN(C)Cc1ccc2c(c1)OCO2,0,-0.1,3,-6,.,-3,0.3,8
COc1cccc(CC(=NO)c2cccc(OC)c2)c1,-15,0.0,27,-5,7,8,0.9,-31
CCOC(=O)C1CCCN(C(=O)c2ccccc2OC(F)(F)F)CC1 (configuration not stated),-12,0.1,1,10,1,-1,-0.1,-5
CC1=C(C(=O)OCC2CCCO2)C(c2cccc(O)c2)NC(=O)N1 (configuration not stated),6,.,4,-6,.,-1,.,-10
O=C(COc1c(Br)cc(Br)c2cccnc12)N1CCc2ccccc2C1,4,.,6,-11,.,-7,.,-25
COCCCNC(=O)/C(C#N)=C/c1ccc(F)cc1,-10,0.2,0,.,-2,.,0.1,-14
CCCn1c(=O)c(C(=O)NCCc2ccc(OC)c(OC)c2)c(O)c2ccccc21,17,0.0,1,9,-6,-6,.,-10
O=[N+]([O-])c1cc(S(=O)(=O)N2CCOCC2)ccc1OCc1ccccc1C(F)(F)F,15,-0.2,0,-4,0,.,-1.4,-10
COc1ccc2c3c(n(C)c2c1)[C@H](CO)N(CC1CC1)CC31CCN(C(=O)Nc2ccccc2)CC1,7,0.2,14,.,.,.,-0.3,-45
Cc1cccc(S(=O)(=O)N(C)C[C@H]2OCc3cn(nn3)CCCC(=O)N([C@H](C)CO)C[C@H]2C)c1,-1,0.5,-6,7,2,1,0.3,-3
CCC1=C(c2ccc(C)cc2)S(=O)(=O)N=C1N1CCC(C(=O)NCCCN2CCCCC2C)CC1 (configuration not stated),0,0.1,-6,-6,-9,-1,.,-9
CCC(=O)N/C(=N/c1nc(C)cc(C)n1)Nc1cccc(OC)c1,-3,.,0,12,.,10,.,1
O=C(COc1ccccc1Cc1ccccc1)Nc1cccc(S(=O)(=O)N2CCOCC2)c1,13,-0.1,-5,10,9,0,.,-18
CCCN(CC(=O)Nc1ccccc1OC)C(=O)c1ccncc1,-4,0.0,0,.,-2,-4,-0.1,-14
Cc1ccc(-c2ccc([C@@H]3[C@@H](CO)N4C(=O)CN(C(=O)c5cccnc5)C[C@H]34)cc2)cc1,8,0.1,1,.,.,.,-0.3,-13
CC(=O)Nc1ccc(NC(=O)c2ccc(S(=O)(=O)N3CCCCCC3)cc2)cc1,-3,0.0,-2,1,-4,-3,0.1,-5
COc1cc(/C=C2\N=C(c3c(-c4ccccc4)noc3C)OC2=O)ccc1OC(C)=O,-7,0.1,-1,.,6,.,.,-13

Remaining list, next part
structure,EWS-Fli inh,Xi reactivation,S100A4 inh HTS,RAD54 inh,FN deposit inh,esBAF inh,E-selectin induc,RAD52 anneal inh
CCOc1ccccc1NC(=O)Nc1ccc(CC#N)cc1,-11,0.1,-17,.,27,.,.,-22
O=C(Cn1nc(CNc2ccc(Cl)cc2)[n+]2c1CCCCC2)c1ccc(Cl)cc1,.,0.7,.,20,-1,11,.,.
N#CC1(c2ccccc2)CCC(NCCc2ccccc2)CC1 (configuration not stated),8,0.2,-4,-5,5,-4,0.0,-3
CC(C)(C)c1ccc(S(=O)(=O)Nc2ccc3c(c2)COC3=O)cc1,3,0.1,-1,0,.,6,.,-8
CC(=O)OCCC(C)C,2,.,1,4,.,1,.,6
COc1ccccc1-c1cnc2c(c1)C(=O)N([C@@H](C)CO)C[C@H](C)[C@H](CN(C)Cc1cncnc1)O2,0,-0.6,10,-1,.,3,-0.2,4
COCC#Cc1cnc2c(c1)C(=O)N([C@@H](C)CO)C[C@H](C)[C@H](CN(C)C)O2,-7,0.0,13,8,11,8,0.3,-5
Cc1ccccc1CN1CCN(C(=O)c2ccc(F)cc2)CC1,6,0.2,-2,-11,1,11,0.0,-11
CNC(=O)CS(=O)(=O)CC(=O)Nc1cc(OCCOC)c(Cl)cc1Cl,-2,0.0,5,.,-12,.,.,-16
